hIAP block: human IAP inhibitors, primary screen, biochemical, luminescence, uHTS. purified IAP, CDP-Star luminescence, 30 min. inhibition, % at 10 µM. 330,000 tested, 0.12% active;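 active = inhibition reaching a set limit with compound at 10 µM in the primary screen, cut at about 35% in these data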;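 note: plate controls were DMSO wells with enzyme for no effect and no-enzyme buffer wells for full effect; values of inactives mirror those of a sister screen read the other way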
Target sequence (P09923 whole entry, looked up): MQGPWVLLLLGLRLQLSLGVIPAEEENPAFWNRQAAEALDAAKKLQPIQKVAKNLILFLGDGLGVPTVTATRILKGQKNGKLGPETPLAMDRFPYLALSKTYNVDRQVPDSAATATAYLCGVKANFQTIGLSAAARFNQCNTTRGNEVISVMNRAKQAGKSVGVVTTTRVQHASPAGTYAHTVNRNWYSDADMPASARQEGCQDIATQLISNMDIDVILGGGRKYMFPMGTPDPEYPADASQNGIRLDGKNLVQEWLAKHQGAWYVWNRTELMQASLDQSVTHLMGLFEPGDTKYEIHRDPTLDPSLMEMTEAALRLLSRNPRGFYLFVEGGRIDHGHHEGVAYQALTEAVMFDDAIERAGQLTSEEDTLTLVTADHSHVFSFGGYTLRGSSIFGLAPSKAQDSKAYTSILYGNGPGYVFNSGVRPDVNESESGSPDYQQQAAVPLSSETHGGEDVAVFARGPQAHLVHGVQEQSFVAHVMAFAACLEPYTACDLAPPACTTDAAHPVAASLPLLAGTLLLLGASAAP
MIN6 prolif: inducers of MIN6 beta-cell proliferation, primary screen, ATP luminescence, uHTS. 330,000 tested, 0.29% active. proliferation, % at 10 µM. AID 2380, 2010. MIN6 cells proliferation, ATPlite luminescence, 48 h; cells starved in 0.2% serum; 100% = growth in 10% serum;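 active = compounds whose signal lies at least 3.5 SD above the mean of all wells on their plate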;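 note: 0% = DMSO-treated cells in low-serum medium and 100% = 10% serum control; some compounds called inactive have numbers as strong as hits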
APOBEC3G inh: APOBEC3G DNA deaminase inhibitors, primary screen, biochemical, fluorescence, single-stranded DNA substrate, uHTS. DNA dC->dU-editing enzyme APOBEC-3G (Homo sapiens), Q9HC16. recombinant A3G, ssDNA deamination FAM/TAMRA fluorescence. inhibition, % at 20 µM. 330,000 tested, 0.28% active. AID 493012, 2011;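 active = inhibition of at least 40% at 20 µM, with no more than 30% in the related APOBEC3A deaminase screen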;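 note: plate controls were DMSO wells with A3G for no effect and wells lacking A3G enzyme for full effect; some compounds called inactive have numbers as strong as hits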
APOBEC3A inh: APOBEC3A ssDNA deaminase inhibitors, primary screen, selectivity assay for APOBEC3G inhibitor project, biochemical, FAM/TAMRA oligo cleavage fluorescence; DNA dC->dU-editing enzyme APOBEC-3A (Homo sapiens), P31941; recombinant A3A, FAM/TAMRA ssDNA deamination fluorescence; inhibition, % at 20 µM; 330,000 tested, 0.41% active; AID 493011, 2011;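 active = at least 40% inhibition at 20 µM here, with at most 30% in a related deaminase screen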;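 note: plate controls were A3A with DMSO for no effect and wells lacking A3A enzyme for full effect; some results filed as inactive read as strong as hits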
Target sequence (P31941 whole entry, looked up): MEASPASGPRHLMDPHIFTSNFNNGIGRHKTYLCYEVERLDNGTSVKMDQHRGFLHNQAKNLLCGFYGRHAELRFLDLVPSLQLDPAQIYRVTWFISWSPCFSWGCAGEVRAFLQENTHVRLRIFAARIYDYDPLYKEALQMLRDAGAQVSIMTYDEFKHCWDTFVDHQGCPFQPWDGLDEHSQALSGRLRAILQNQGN
hIAP activ: human IAP activators, primary screen, biochemical, luminescence, uHTS | 330,000 tested, 0.16% active | activation factor at 10 µM | Intestinal-type alkaline phosphatase (Homo sapiens), P09923 | purified human IAP, CDP-Star luminescence, 30 min; active compounds read high; 1 = vehicle-only enzyme, 0 = enzyme-free background;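 active = activation factor of the enzyme at least 2-fold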; note: the source names both 10 and 20 µM as test concentration; values of inactives mirror those of a sister screen read the other way
mIAP block: inhibitors of mouse IAP, primary screen, biochemical, luminescence, uHTS; intestinal alkaline phosphatase [Mus musculus]; purified mouse IAP, CDP-Star luminescence, 30 min; inhibition, % at 10 µM; 330,000 tested, 0.2% active; AID 2806, 2010;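 active = inhibition of at least 40% at 10 µM in the primary screen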;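 note: plate controls were DMSO with enzyme for no effect and no enzyme wells for full effect; values of inactives mirror those of a sister screen read the other way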
MPTP block: mitochondrial permeability transition pore inhibitors, primary screen, biochemical, isolated mouse mitochondria, absorbance. Ca2+ swelling absorbance, 30 min. 360,000 tested, 1.4% active. inhibition, % at 10 µM;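 active = inhibition of 50% or more, scaled per plate between neutral and stimulator controls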;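 note: 0% = DMSO wells given calcium and 100% = 1 mM EGTA wells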
ATG4B inh: ATG4B protease inhibitors, primary screen, biochemical, fluorescence, uHTS; ATG4B cleavage of LC3-PLA2, NBD-HPC fluorescence, 1 h; inhibition, % at 8.33 µM; 340,000 tested, 0.51% active; in the data active = inhibition above about 40%
mIAP act: activators of mouse IAP, primary screen, biochemical, luminescence, uHTS; 330,000 tested, 0.24% active; muIAP, CDP-Star luminescence, 30 min; active compounds read high; 1 = vehicle-only enzyme signal, 0 = enzyme-free wells; activation factor at 10 µM; AID 2805, 2010;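 active = activation factor of at least 2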; note: the source names both 10 and 20 µM as test concentration; values of inactives mirror those of a sister screen read the other way
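System: mouse IAP enzyme. Reagent: CDP-Star chemiluminescent phosphatase substrate. Benchmarks: DMSO wells, no-enzyme wells. Times: 30 min enzyme-substrate-compound incubation at room temperature. Detection: luminescence from enzymatic CDP-Star hydrolysis. Doses: test compounds delivered from DMSO solution.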
* hit, by the source's call. Not a hit list; 3.3% or so of the library scored in one or more.

SMILES | hIAP block | MIN6 prolif | APOBEC3G inh | APOBEC3A inh | hIAP activ | mIAP block | MPTP block | ATG4B inh | mIAP act
O=S(=O)(c1ccc2oc3ccccc3c2c1)N1CCCC1 | -3 | -1 | -5 | 0 | 1 | -1 | 0.8 | 7 | 1
CC(=O)Nc1cc(C(=O)N2CCc3ccccc3C2)ccc1Sc1ccc(Cl)cc1 | -3 | -2 | -1 | 2 | 1 | 1 | 8.4 | 40* | 0.99
CCOC(=O)c1ccc(Nc2nc(=O)c3cccnc3s2)cc1 | -15 | -3 | -4 | -3 | 1.1 | -3 | 0.3 | -6 | 1
CC1CCCC(NC(=O)CCNC(=O)c2ccc([N+](=O)[O-])cc2)C1C (stereo not drawn) | -26 | -3 | -4 | -3 | 1.3 | 2 | 0.0 | -8 | 0.98
CC(Oc1ccc(-c2ccccc2)c(F)c1)c1ccn(S(=O)(=O)c2ccc(F)cc2)n1 (stereo not drawn) | -2 | -5 | 1 | 2 | 1 | -6 | 3.6 | -2 | 1.1
CC1(C)Cc2cccc(Oc3ccc(S(=O)(=O)N4CCCC4)cn3)c2O1 | -9 | 1 | -10 | -6 | 1.1 | -16 | 3.2 | -3 | 1.2
CCOc1cc(/C=N/NC(=O)CN2CCCCC2)ccc1OCc1ccccc1 | 18 | -3 | -4 | -1 | 0.82 | 0 | -1.1 | -8 | 1
Cc1cc(C)n2[nH]c(=O)c(N=Nc3cccc(Cl)c3)c2n1 | 8 | 0 | 2 | -16 | 0.92 | 7 | -2.1 | -8 | 0.93
Cc1c(C)c2ccc(O[C@@H]3O[C@H](CO)[C@H](O)[C@H](O)[C@H]3O)cc2oc1=O | 0 | -3 | -2 | -3 | 1 | 6 | -0.8 | 0 | 0.94
Cc1ccc(S(=O)(=O)N2CCOCC2)cc1C(=O)NCc1ccccn1 | -12 | 0 | -3 | -1 | 1.1 | 9 | -0.8 | -1 | 0.91
N#C/C(=C\c1ccc(F)c(Br)c1)C(=O)NC1CC1 | -19 | -2 | -8 | -6 | 1.2 | 5 | -1.6 | 6 | 0.95
COc1ccc(N(C(=O)c2ccco2)C(C(=O)NC2CCCC2)c2ccncc2)cc1 (stereo not drawn) | 8 | 4 | -14 | -1 | 0.92 | 2 | -1.7 | -16 | 0.98
O=C(OCc1nnc(-c2ccccc2)o1)c1ccc2c(c1)OCO2 | 1 | -2 | -1 | 2 | 0.99 | 21 | -0.8 | -3 | 0.79
CCCCSc1nnc(-c2cc(Br)ccc2N)c(=O)[nH]1 | 17 | -2 | -2 | 1 | 0.83 | 9 | 2.2 | 4 | 0.91
COC(=O)c1c(C(=O)OC)c(-c2cccc(Cl)c2)n2c1CS(=O)(=O)C2 | -4 | -4 | 4 | -1 | 1 | 2 | -1.8 | 11 | 0.98

Quoted at random: three entries already listed
SMILES | hIAP block | MIN6 prolif | APOBEC3G inh | APOBEC3A inh | hIAP activ | mIAP block | MPTP block | ATG4B inh | mIAP act
CC1(C)Cc2cccc(Oc3ccc(S(=O)(=O)N4CCCC4)cn3)c2O1 | -9 | 1 | -10 | -6 | 1.1 | -16 | 3.2 | -3 | 1.2
CC(Oc1ccc(-c2ccccc2)c(F)c1)c1ccn(S(=O)(=O)c2ccc(F)cc2)n1 (stereo not drawn) | -2 | -5 | 1 | 2 | 1 | -6 | 3.6 | -2 | 1.1
Cc1cc(C)n2[nH]c(=O)c(N=Nc3cccc(Cl)c3)c2n1 | 8 | 0 | 2 | -16 | 0.92 | 7 | -2.1 | -8 | 0.93

(more compounds)
SMILES | hIAP block | MIN6 prolif | APOBEC3G inh | APOBEC3A inh | hIAP activ | mIAP block | MPTP block | ATG4B inh | mIAP act
COc1ccc(/C=N/n2cnnc2)cc1COc1ccccn1 | -8 | 3 | -2 | 0 | 1.1 | 9 | -0.3 | 1 | 0.91
Nn1c(SCC(=O)NCC2CCCO2)nnc1-c1cc(Cl)ccc1Cl (stereo not drawn) | 0 | 0 | -11 | -5 | 1 | -1 | -1.8 | -1 | 1
O=C(NC(=S)N1CCc2ccccc21)c1ccccc1 | -3 | 0 | -2 | 2 | 1 | 10 | 0.4 | 2 | 0.9
C[C@H](CO)N1C[C@H](C)[C@@H](CN(C)Cc2ccc(-c3ccccc3)cc2)Oc2c(NC(=O)Nc3ccc(C(F)(F)F)cc3)cccc2C1=O | 4 | -6 | -6 | 0 | 0.96 | 1 | 0.5 | 6 | 0.99
COc1ccc(-c2cc(C(=O)N/N=C/c3sccc3C)c3ccccc3n2)c(OC)c1 | -7 | 3 | -2 | 0 | 1.1 | 8 | 0.2 | -5 | 0.92
Cc1ccccc1NC(=S)N(Cc1cccnc1)Cc1ccco1 | 3 | -2 | -6 | -2 | 0.97 | 9 | -0.3 | 0 | 0.91
O=C(NCC(c1ccco1)N1CCCC1)c1ccccc1F (stereo not drawn) | 6 | 1 | -7 | -4 | 0.94 | 6 | -1.9 | -2 | 0.94
COC(=O)c1cn(C(=O)c2cc(C)cc(C)c2)c2ccccc12 | 3 | -2 | -2 | -4 | 0.97 | -7 | -0.7 | -6 | 1.1
OC(CN1CCN(c2ccccc2)CC1)c1c[nH]c2ccccc12 (stereo not drawn) | -13 | -6 | -6 | -6 | 1.1 | -5 | 0.3 | -6 | 1
O=C(O)CN1C(=O)/C(=C2\SC(=S)N(C(Cc3ccccc3)C(=O)O)C2=O)c2ccccc21 (stereo not drawn) | 0 | 0 | -5 | -3 | 1 | 16 | 0.2 | -3 | 0.84
CCNC(=O)Nc1ccc(OC)cc1OC | -1 | 4 | -4 | -1 | 1 | 3 | -0.1 | -1 | 0.97
CN(C)C(CNC(=O)c1cc(S(=O)(=O)N(C)Cc2ccccc2)ccc1Cl)c1ccco1 (stereo not drawn) | -24 | -6 | -3 | 0 | 1.2 | 3 | 68* | 2 | 0.97
COc1ccc(/C=C/c2nc(S(=O)(=O)c3ccccc3)c(N(C)C)o2)cc1OC | -22 | 1 | 0 | 0 | 1.2 | -6 | 0.0 | -18 | 1.1
Cc1cc(Br)ccc1NC(=S)Nc1cccc([N+](=O)[O-])c1 | 10 | -6 | -9 | -2 | 0.9 | 10 | 97* | 37 | 0.9
CC1CC(C)CN(S(=O)(=O)c2cccc(C(=O)N3C(=O)c4cccc(N)c4C3=O)c2)C1 (stereo not drawn) | 3 | 2 | 4 | 8 | 0.97 | -12 | -2.0 | -6 | 1.1

Entries listed so far shown as hits in ATG4B inh:
Molecule | hIAP block | APOBEC3G inh | APOBEC3A inh | hIAP activ | mIAP block | MPTP block | ATG4B inh | mIAP act
CC(=O)Nc1cc(C(=O)N2CCc3ccccc3C2)ccc1Sc1ccc(Cl)cc1 | -3 | -1 | 2 | 1 | 1 | 8.4 | 40* | 0.99

Later entries
SMILES | hIAP block | MIN6 prolif | APOBEC3G inh | APOBEC3A inh | hIAP activ | mIAP block | MPTP block | ATG4B inh | mIAP act
Oc1ccc(N=Nc2ccc3ccccc3c2)cc1 | 9 | -4 | 0 | -2 | 0.91 | 21 | 4.7 | 0 | 0.79
CCOC(=O)/C=C/C(=O)Nc1ccccc1C(=O)NC1CCCCC1 | 3 | 3 | -1 | -1 | 0.97 | 1 | 1.3 | -11 | 0.99
FC(F)(F)c1cccc(NC(=S)N2CCCC2)c1 | 5 | -2 | -11 | -3 | 0.95 | 9 | -1.3 | -3 | 0.91
O=C(Cc1cccs1)NCCSc1c(-c2ccc(Cl)cc2)[nH]c2ccccc12 | 10 | -7 | -9 | -1 | 0.9 | -154 | 1.3 | 37 | 2.5*
CCC/C=C(\CCC)C(NC(=O)Cc1ccccc1)c1ccc(C(=O)OC)cc1 (stereo not drawn) | 3 | -8 | -6 | -4 | 0.97 | -16 | 5.3 | -1 | 1.2
CC(NC(=O)c1csc2ccccc12)C1CCCO1 (stereo not drawn) | 16 | -1 | -7 | -3 | 0.84 | 2 | -0.9 | 10 | 0.97
CCOc1ccc(NS(=O)(=O)c2ccc(C(=O)NCC(c3ccco3)N(C)C)cc2)cc1 (stereo not drawn) | -8 | -2 | -7 | -1 | 1.1 | -4 | -2.2 | -10 | 1
CCN(C[C@H]1N[C@@](C)(C(=O)OC)[C@H]2C(=O)N(C)C(=O)[C@@H]12)C(=O)Nc1ccc(F)cc1 | 21 | -2 | -4 | -2 | 0.79 | 7 | -0.9 | -6 | 0.93
Cc1c(N)cccc1-c1nc2ccccc2[nH]1 | 8 | -2 | -2 | -3 | 0.93 | 7 | -1.2 | -5 | 0.93
Cc1ccc(SCCNC(=S)Nc2ccc(C)cc2C)cc1 | 16 | -6 | -5 | -4 | 0.84 | -64 | 8.5 | -1 | 1.6
Cc1ccc(S(=O)(=O)N2CCN(C(=O)CSc3nnc(-c4ccco4)o3)CC2)cc1 | 10 | 0 | -3 | -2 | 0.9 | 9 | 1.1 | -25 | 0.91
CN(CC1CCCN(CCc2ccc(F)cc2)C1)C(=O)CCC(F)(F)F (stereo not drawn) | 20 | -2 | -3 | 0 | 0.8 | 3 | 0.1 | 8 | 0.97
O=C(CSc1ccccc1C(=O)O)NC1CCCCCC1 | 3 | -5 | -3 | 2 | 0.97 | 6 | -1.2 | 0 | 0.94
Cc1ccc(C)c(Cn2c(CN(C)Cc3ccccc3)nc3c2c(=O)n(C)c(=O)n3C)c1 | 8 | -3 | 0 | -1 | 0.92 | 11 | -0.5 | -4 | 0.89
Cc1ccc(S(=O)(=O)Nc2ccc(N(C)C)cc2)cc1 | -14 | -1 | -4 | 1 | 1.1 | -2 | 0.2 | 0 | 1
CC(C)N(C(=O)Cn1cc(S(=O)(=O)CC(=O)Nc2ccccc2)c2ccccc21)C(C)C | 0 | -1 | 10 | 1 | 1 | -6 | 0.0 | -5 | 1.1
COc1ccccc1NC(=O)CCN1C(=O)c2ccccc2C1=O | -3 | 2 | -5 | -5 | 1 | -1 | 0.6 | -8 | 1
CCSc1ccc(-c2cccc([N+](=O)[O-])c2)nn1 | 9 | -2 | -8 | -1 | 0.91 | 5 | -0.1 | -1 | 0.95

As entered above.
Oc1ccc(N=Nc2ccc3ccccc3c2)cc1 @ APOBEC3G inh: 0
Cc1ccc(SCCNC(=S)Nc2ccc(C)cc2C)cc1 @ hIAP activ: 0.84
O=C(Cc1cccs1)NCCSc1c(-c2ccc(Cl)cc2)[nH]c2ccccc12 @ mIAP act: 2.5*
O=C(CSc1ccccc1C(=O)O)NC1CCCCCC1 @ APOBEC3G inh: -3
CN(CC1CCCN(CCc2ccc(F)cc2)C1)C(=O)CCC(F)(F)F (stereo not drawn) @ MPTP block: 0.1

Screens: PubChem BioAssay, Sanford-Burnham Center for Chemical Genomics
